Screening data as filed in PubChem BioAssay.
OXTR potentiate = human OXTR potentiation; 0.061% of 320,000 active; CHO-OTR cells, Fluo-8 calcium fluorescence, potentiator mode; 0% = oxytocin EC15, 100% = EC100; activation, % at 3 µM; AID 2445;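 active means activation above that plate's cutoff, the mean activation of tested compounds plus 3 SD, cut at about 6.6% in these data, passing the limit was not always enough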;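 further: 100% uses oxytocin at 75 nM as the full agonist control; some results filed as inactive read as strong as hits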
Target sequence (P30559 whole entry, looked up): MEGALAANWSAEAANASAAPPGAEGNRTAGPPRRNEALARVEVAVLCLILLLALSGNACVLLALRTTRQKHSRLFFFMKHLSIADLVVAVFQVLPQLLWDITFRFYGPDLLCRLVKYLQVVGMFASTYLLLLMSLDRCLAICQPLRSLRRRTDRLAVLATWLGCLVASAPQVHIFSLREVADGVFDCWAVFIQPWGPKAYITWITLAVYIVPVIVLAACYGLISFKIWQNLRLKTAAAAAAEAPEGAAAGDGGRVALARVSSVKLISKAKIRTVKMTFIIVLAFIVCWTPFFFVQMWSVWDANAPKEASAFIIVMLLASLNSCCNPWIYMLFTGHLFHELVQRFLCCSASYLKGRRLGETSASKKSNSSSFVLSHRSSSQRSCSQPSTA
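Assay system: CHO-OTR cells, human receptor / Also added: oxytocin at about EC15, sub-maximal agonist stimulus / Dosing: single dose, 3.0 µM nominal final compound concentration / Incubation: 6 min pre-incubation, 100 s read / Technique: Fluo-8 calcium dye fluorescence / Read-out: % activation vs EC15 and EC100 oxytocin / Benchmarks: EC15 oxytocin low, 75 nM oxytocin high / Replicates: singlicate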
M1 antag = human CHRM1 antagonism; CHO-K1 hM1, Fluo-8 calcium fluorescence, ACh EC80 antagonist; inhibition, % at 3 µM; 1.3% of 360,000 active; AID 588852;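 active means percent inhibition above its own plate's cutoff, namely the mean of that plate's compound wells plus 3 SD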;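 further: peak over basal fluorescence ratio during 140 s after agonist addition; 0% = ACh EC80 plus DMSO and 100% = DMSO alone without agonist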
Target sequence (P11229 whole entry, looked up): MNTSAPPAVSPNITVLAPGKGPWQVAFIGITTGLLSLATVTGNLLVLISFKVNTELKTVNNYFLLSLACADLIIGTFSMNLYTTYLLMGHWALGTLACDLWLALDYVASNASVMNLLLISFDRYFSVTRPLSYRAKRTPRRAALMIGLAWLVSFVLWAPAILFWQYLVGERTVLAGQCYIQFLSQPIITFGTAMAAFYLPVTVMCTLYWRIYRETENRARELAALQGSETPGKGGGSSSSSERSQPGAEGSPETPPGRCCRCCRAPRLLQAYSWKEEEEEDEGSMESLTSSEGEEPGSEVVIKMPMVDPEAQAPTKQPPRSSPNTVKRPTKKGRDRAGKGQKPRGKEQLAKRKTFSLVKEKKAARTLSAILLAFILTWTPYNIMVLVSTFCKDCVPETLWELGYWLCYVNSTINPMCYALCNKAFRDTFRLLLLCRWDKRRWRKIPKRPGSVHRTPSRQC
TAAR1 antagonist = antagonists of human TAAR1 | Q96RJ0 | CHO RD-HGA16 TAAR1, Fluo-8 calcium fluorescence, antagonist | inhibition, % at 3 µM | 1.5% of 360,000 active | AID 624466;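 active means inhibition above a per-plate cutoff, the mean inhibition of test compounds on that plate plus 3 SD, cut at about 49% in these data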;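 further: 0% = DMSO plus EC80 beta-PEA response and 100% = DMSO alone without agonist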
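Test system: hTAAR1-expressing CHO RD-HGA16 cells, Gα16-coupled; Probe or stimulus: EC80 β-phenethylamine stimulus; Compound dosing: single nominal final test compound concentration of 3 µM; Timing: 140 s kinetic read after compound, 140 s after agonist; Signal: Fluo-8 calcium-sensitive fluorescence; Measure: % inhibition of agonist calcium response; Controls: DMSO and EC80 PEA controls.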
V1aR counter = V1a receptor agonism, counter-screen for OXTR agonists. P37288. CHO-V1R cells, Fluo-8 calcium fluorescence, agonist mode; 0% DMSO, 100% 3 nM vasopressin. activation, % at 3 µM. 0.25% of 320,000 active. AID 2797;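 active means activation above the mean activation of all tested compounds plus 3 SD, per screening run, cut at about 20% in these data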;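 further: signal is peak over basal fluorescence ratio across a 100 second FLIPR read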
TAAR1 agonist = human TAAR1 agonism | Q96RJ0 | CHO RD-HGA16 TAAR1, Fluo-8 calcium fluorescence; vehicle wells 0%, saturating PEA agonist 100% | activation, % at 3 µM | 0.99% of 360,000 active | AID 624467;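 active means activation above the mean activation of all test compounds in the run plus 3 SD, cut at about 38% in these data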
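System: CHO-derived RD-HGA16 cells with stable Gα16 and human TAAR1 / Times: 17-24 h plating, Fluo-8 75 min 37 °C, 30 min RT / Technique: calcium-sensitive Fluo-8 signal, excitation 470-495, emission 515-575 nm / Measure: % activation relative to PEA EC100 response / Benchmarks: DMSO and PEA EC100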
OXTR ag = agonists of human oxytocin receptor | CHO-OTR cells, Fluo-8 calcium fluorescence; normalized: DMSO 0%, oxytocin 100% | 0.32% of 320,000 active | activation, % at 3 µM;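 active means activation above the mean of all tested compounds plus 3 SD, cutoff set per screening run, cut at about 20% in these data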;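 further: peak over basal fluorescence ratio from a 100 s FLIPR kinetic read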
CHRM1 PAM = positive allosteric modulators of human M1 muscarinic receptor. CHO-K1 hM1, Fluo-8 calcium fluorescence, ACh EC20; 0% = ACh EC20, 100% = maximal ACh. activation, % at 3 µM. 0.088% of 360,000 active. P11229; in the data active means activation above about 19%, passing the limit was not always enough
CHO parental Ca = signal in parental CHO cells, OX1R antagonist counter-screen. 0.63% of 330,000 active. inhibition, % at 5.6 µM. parental CHO-K1, ATP-induced calcium, Fluo-8 fluorescence;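 active means inhibition above that plate's mean sample inhibition plus 3 SD, cut at about 26% in these data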;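 further: 0% = ATP-challenged DMSO wells and 100% = DMSO wells without ATP; some compounds past the cut are filed as inactive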
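Test system: parental CHO cells; detection: calcium-sensitive Fluo-8 fluorescence; evaluation: percent inhibition of calcium signal; also added: ATP as calcium-mobilizing challenge; repeats: one well per compound; control set: ATP-challenged DMSO wells low, unchallenged DMSO wells high; compound: single nominal dose of 5.6 µM per compound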
CHRM1 agonist = agonists of human M1 muscarinic receptor; P11229; CHO-K1 hM1, Fluo-8 calcium fluorescence, agonist mode; 0% DMSO, 100% acetylcholine EC100; activation, % at 3 µM; 0.33% of 360,000 active; AID 588814;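 active means activation above the run's mean compound activation plus 3 SD, cut at about 16% in these data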;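 further: peak over basal fluorescence ratio within a 140 s kinetic read after compound addition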
Active calls of the source: *; nt = no result given.

item	mol	OXTR potentiate	M1 antag	TAAR1 antagonist	V1aR counter	TAAR1 agonist	OXTR ag	CHRM1 PAM	CHO parental Ca	CHRM1 agonist
1	CC(=O)c1c(C)[nH]c(C(=O)OCC(=O)N2CCCC2=O)c1C	-2	-10	1	0.2	0	1.9	10	-7	-2
2	CCCCNC(=O)CC1N=C2c3ccccc3N=C(SCC(=O)Nc3ccc(OC)cc3)N2C1=O (stereo not drawn)	-10	-8	-11	-0.7	8	-0.7	7	-21	-5
3	CN(C)c1cc(Cl)c2nonc2c1N	-18	-12	-11	-1.8	-2	-1.2	7	-5	-3
4	CCOc1ccc(NC(=O)CN(C)C(=O)C2COc3ccccc3O2)cc1OCC (stereo not drawn)	-6	-17	-28	0.3	1	4.9	4	-14	-2
5	CCC(=O)NC(=S)Nc1ccccc1C(=O)NC1CCCCC1	-1	-10	-8	-0.3	1	0.2	11	-9	-4
6	Cc1ccc(S(=O)(=O)NC(=O)c2ccc(Br)o2)c(C)c1	-7	4	10	0.3	1	0.9	5	-2	-1
7	Cc1cc(C(F)(F)F)nn1Cc1n[nH]c(=S)n1-c1cccc(Cl)c1	-2	-5	1	0.4	6	9.2	7	-5	-5
8	CC(=O)N1CCC(C(=O)Nc2ccc(S(=O)(=O)N3CCCCC3)cc2)CC1	-6	-4	-3	0.5	2	0.9	2	15	-7
9	Cc1ccc(NC(=S)N2CCN(c3nccc(C(F)(F)F)n3)CC2)c(C)c1	5	-7	-13	1.4	3	0.7	10	-14	-6
10	CCn1cc(C(=O)NCCc2ccccc2)c(=O)c2cc(S(=O)(=O)N(C)C)ccc21	1	-13	-6	1.2	8	0.4	19	-3	-2
11	CC1(Cc2ccccc2OC(F)(F)F)C(=O)Nc2ccc(S(=O)(=O)NC3CCCCC3)cc21 (stereo not drawn)	nt	-3	-18	nt	-2	nt	5	nt	-6
12	Cc1nnc(OC(C)C)c2nn(-c3ccccc3F)c(C)c12	-9	-7	-16	-0.4	8	-1.5	8	0	-2
13	Cc1ccc(NCc2nnc(SCC(N)=O)n2CC2CCCO2)c(C)c1 (stereo not drawn)	-12	-6	-2	1.0	0	-0.1	8	-9	1
14	Cc1cc(C)c2c(=O)n(CC(=O)NCCCN3CCOCC3)sc2n1	-2	-14	nt	0.7	nt	0.8	3	-8	-2
15	CCOc1ccccc1NC(=O)N1CCC(NC(=O)C2CCCCC2)CC1	nt	-6	6	nt	-3	nt	13	nt	-4
16	COc1ccc(OCC(=O)NNC(=O)C(=O)Nc2ccc(C)cc2)cc1	-3	-10	18	0.2	2	-1.0	13	-16	-5
17	CCOC(=O)C1(CCCc2ccccc2)CCN(C(=O)CCc2cnn(C)c2)CC1	-5	3	11	4.4	5	2.0	-2	-9	-5
18	O=C(N/N=C/c1cc([N+](=O)[O-])ccc1O)C1C2CCCCC21 (stereo not drawn)	-12	nt	nt	0.3	nt	-0.5	nt	2	nt
19	CC(C)CC(CO)N1CCN(C(=O)c2cccc(C(F)(F)F)c2)CCC1=O (stereo not drawn)	0	-3	-4	1.1	4	0.2	5	-7	-4
20	CCCCNS(=O)(=O)c1ccc(OC)cc1	-18	-23	-5	-1.2	12	-1.2	8	-15	-4
21	CCn1c(SCC(=O)NCC(=O)Nc2ccc(F)cc2)nnc1-c1ccncc1	-1	-5	6	0.7	10	-0.1	3	-7	-3
22	O=C1CC(c2ccccc2)CN1C(=O)c1cccc([N+](=O)[O-])c1 (stereo not drawn)	-2	1	-4	-0.9	7	-1.2	5	5	-7
23	CC(=O)N1CCc2c(sc(NC(=O)c3cccc(N4C(=O)CCC4=O)c3)c2C(N)=O)C1	-6	-4	-9	0.1	-1	-0.7	5	-9	-1
24	COc1cc(C2NC(=O)NC(c3ccccc3)=C2C(C)=O)c(Cl)cc1OCC(=O)O (stereo not drawn)	-6	-6	-7	-0.3	5	0.6	8	4	-3
25	CCC[C@@H](OS(N)(=O)=O)[C@@H](Cc1ccccc1)C(=O)OCC	-9	-11	4	-0.7	13	1.1	10	-21	1
26	CCc1nc2ccccc2c(C(=O)OCCN2C(=O)c3ccccc3C2=O)c1C	-5	18	66*	-1.0	4	-1.7	-8	-30	-1
27	O=C(Nc1nccs1)c1cc2c(s1)-c1ccccc1OC2	-5	-5	12	1.2	3	1.0	0	12	0
28	CCOC(=O)NC(=O)CN1C(=O)NC2(CCc3ccccc32)C1=O (stereo not drawn)	-4	-10	7	-0.6	1	0.8	13	-15	-4
29	Cc1cc(C)cc(N(CCC#N)C(=O)CSc2ncnc3sccc23)c1	-4	4	-8	2.9	12	3.0	6	-18	0
30	CCOC(=O)C1(Cc2cccc(OC)c2)CCCN(C(=O)CCN2CCCO2)C1 (stereo not drawn)	4	-11	-29	-0.7	1	-0.9	7	-11	-4
31	O=C(CCCCCN1C(=O)c2cccc3cccc(c23)C1=O)NCc1ccco1	-10	-2	3	-0.8	0	-2.1	1	-2	-7
32	Cc1nc(-c2ccccc2)sc1-c1n[nH]c(=S)n1C	-5	0	9	0.0	-2	1.0	6	-7	-2
33	CCCCCn1c(=O)c2ccccc2n2c(CCl)nnc12	-15	-9	6	-0.3	3	-1.7	10	-20	-3
34	CC1(C(=O)Nc2cccc(Oc3ccccc3)c2)CCN1C1Cc2ccccc2C1 (stereo not drawn)	nt	13	-11	nt	2	nt	-10	nt	-4
35	Cc1nn(CCC(N)=O)c2nc(-c3cccs3)cc(C(F)(F)F)c12	-10	-9	-7	2.9	3	5.7	8	-21	-4
36	CCOc1ccc(S(=O)(=O)N/N=C2/CCCC(=O)C2)cc1	0	4	-28	-0.3	4	0.2	-3	-2	-5
37	CC(=O)N1CCN(Cc2nc3cc(NS(C)(=O)=O)ccc3n2C)CC1	-3	4	-15	1.0	-1	0.7	-3	5	-6
38	CS(=O)(=O)N1CCCC(C(=O)NCc2ccccc2Cl)C1 (stereo not drawn)	-4	4	-24	0.3	11	-0.6	-1	-2	-5
39	COc1ccc(C(=O)Nc2ccc(F)cc2F)cc1	-2	3	6	-0.2	-1	-0.9	1	-8	-5
40	CC(=O)NC(CC(=O)O)c1ccccc1 (stereo not drawn)	-4	-17	2	0.0	1	0.1	17	-10	-2
41	CCN1CCN(C(=O)CCNC(=O)Cn2cnc3ccccc3c2=O)CC1	4	-11	-14	-0.3	6	1.4	10	-2	-6
42	O=C(Nc1nnc(-c2ccccc2F)s1)c1ccccc1F	-2	5	11	1.5	7	2.0	-1	-8	-4
43	Cc1ccc(OCC(=O)N2CCc3ccccc3C2)c([N+](=O)[O-])n1	-9	3	6	0.4	-1	0.5	9	-9	-1
44	O=C(OCC(=O)N1CCN(c2ccccc2)CC1)c1nc(Cl)ccc1Cl	-8	-4	-2	-0.6	0	-0.2	5	-7	-1
45	COc1cc(/C=C/C(=O)N2CCc3ccccc3C2)cc(OC)c1OC	-14	-2	-5	-0.2	21	-0.1	4	-17	1
46	CCOC(=O)CSC1=C(C#N)C(c2ccc(Cl)cc2)C(C(=O)OC)C(=O)N1 (stereo not drawn)	1	-12	0	2.1	4	1.2	8	-5	-8
47	Cc1c(-c2ccccc2)nc(N)c(C#N)c1-c1cccs1	-2	-10	-8	-0.5	0	-2.3	5	-4	0
48	Cc1ccc(N2C(=O)[C@@H]3C(c4ccc(F)cc4)=NO[C@@H]3C2=O)cc1	-6	1	-1	1.9	2	1.4	-2	-12	-2
49	NS(=O)(=O)c1ccc(CNS(=O)(=O)c2ccc3ccccc3c2)cc1	-1	6	24	1.3	2	1.0	-1	8	-3
50	CCOC(=O)C1=C(C)N=C(/N=C/N(C)C)SC1c1ccccc1 (stereo not drawn)	-4	5	10	1.7	5	3.6	-1	-16	-4
51	Cc1ccc(NC(=O)COC(=O)c2c[nH]c3ccccc23)cc1C	-5	6	19	1.7	5	3.4	-4	-13	-2
52	O=C1COc2ccc(C(=O)COC(=O)c3ncc(Cl)c(Cl)c3Cl)cc2N1	-8	-4	-23	0.7	4	-0.7	4	-19	0
53	C[C@@H]1CN([C@H](C)CO)C(=O)CCCn2nncc2CO[C@@H]1CN(C)S(=O)(=O)c1ccc2ccccc2c1	nt	-1	-6	nt	0	nt	0	nt	-7
54	COC(=O)C1CCN(C(=O)CSc2nc3ccc(OC)cc3[nH]2)CC1	-7	-8	-14	-1.1	3	-1.9	7	-8	-1
55	CCOC(=O)C1=CN2CCCC[C@@H]2CC1=O	2	-3	16	-0.4	14	0.9	3	-4	-13
56	CC1CCCCC1NC(=O)CN1CCC(NC(=O)c2ccc([N+](=O)[O-])cc2)CC1 (stereo not drawn)	-8	-10	6	3.5	1	2.3	3	-14	-5
57	CCCS(=O)(=O)NC(=O)C1(C)CCN(C(=O)c2cc(F)cc(F)c2)C1 (stereo not drawn)	nt	-11	-10	nt	3	nt	9	nt	0
